Assay outcomes as filed in PubChem.
pPAFAH inh: pPAFAH enzyme inhibitors, primary screen, biochemical, fluorescence polarization, human; Platelet-activating factor acetylhydrolase (Homo sapiens), Q13093; recombinant pPAFAH, FP-rhodamine probe fluorescence polarization; inhibition, % at 3.39 µM; hit rate 1.5% among 330,000;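 active means inhibition above the mean inhibition across the screen plus 3 SD, cut at about 25% in these data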;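 further: inhibitors block binding of the rhodamine activity-based probe so polarization drops; 0% = enzyme with DMSO and 100% = wells lacking pPAFAH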
Target sequence (Q13093 whole entry, looked up): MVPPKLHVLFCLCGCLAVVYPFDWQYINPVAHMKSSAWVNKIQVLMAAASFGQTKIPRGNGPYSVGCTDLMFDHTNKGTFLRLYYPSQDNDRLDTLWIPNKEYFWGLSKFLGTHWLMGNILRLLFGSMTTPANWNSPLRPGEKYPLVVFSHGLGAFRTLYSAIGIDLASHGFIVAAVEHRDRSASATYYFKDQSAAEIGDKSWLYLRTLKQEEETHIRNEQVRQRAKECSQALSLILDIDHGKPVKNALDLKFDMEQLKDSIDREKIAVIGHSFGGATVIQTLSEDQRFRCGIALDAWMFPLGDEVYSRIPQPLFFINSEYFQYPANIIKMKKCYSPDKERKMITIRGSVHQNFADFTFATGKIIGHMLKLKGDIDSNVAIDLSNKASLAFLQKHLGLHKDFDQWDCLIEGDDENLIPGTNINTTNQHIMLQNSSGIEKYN
LYPLA2 counter: LYPLA2 inhibitors, primary screen, counter-screen for PME1 inhibitor project, biochemical, fluorescence polarization, FP-Rh probe ABPP; recombinant LYPLA2; inhibition, % at 5.9 µM; Acyl-protein thioesterase 2 (Homo sapiens), O95372; hit rate 0.38% among 320,000; AID 2177, 2009;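 active means inhibition above the screen-wide mean plus 3 SD, limit set per campaign, cut at about 26% in these data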;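 further: 0% = LYPLA2 with DMSO and 100% = wells lacking LYPLA2 enzyme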
PAFAH1B3 inh: PAFAH1B3 enzyme inhibitors, primary screen, biochemical, fluorescence polarization, human; inhibition, % at 3.39 µM; hit rate 0.28% among 340,000; recombinant PAFAH1B3, FP-rhodamine probe; Platelet-activating factor acetylhydrolase IB subunit alpha1 (Homo sapiens), Q15102;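 active means inhibition above the screen-wide average of all tested compounds plus 3 SD, cut at about 25% in these data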;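 further: 0% = enzyme with DMSO only and 100% = wells lacking PAFAH1B3 protein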
PAD4 inh: human PAD4 inhibitors, primary screen, biochemical, fluorescence polarization, 1536-well format; Protein-arginine deiminase type-4 (Homo sapiens), Q9UM07; recombinant PAD4, RCA probe fluorescence polarization; inhibition, % at 6.36 µM; hit rate 0.41% among 330,000;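 active means percent inhibition above a cutoff equal to the mean of all tested compounds plus 3 SD, cut at about 15% in these data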;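 further: 0% = PAD4 with RCA probe and DMSO and 100% = probe without PAD4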
PAFAH1B2 FP inh: PAFAH1B2 enzyme inhibitors, primary screen, biochemical, fluorescence polarization, human. recombinant PAFAH1B2, FP-rhodamine activity probe. inhibition, % at 3.39 µM. hit rate 1.2% among 340,000. AID 492953, 2010;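 active means inhibition above the mean of all tested compounds plus 3 SD, cut at about 24% in these data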;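 further: 0% = enzyme with DMSO and 100% = wells lacking PAFAH1B2; many of its hits are not listed in these tables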
GSTO1 inh: inhibitors of recombinant GSTO1, primary screen, counter-screen for RBBP9 inhibitor project, biochemical, fluorescence polarization; Glutathione S-transferase omega-1 (Homo sapiens), P78417; hit rate 1.1% among 300,000; activity-based probe fluorescence polarization; AID 1974, 2009; inhibition, % at 5.96 µM;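 active means inhibition above the campaign mean inhibition plus 3 SD, cut at about 35% in these data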;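 further: 0% = GSTO1-1 with DMSO and 100% = wells lacking GSTO1-1 enzyme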
Target sequence (P78417 whole entry, looked up): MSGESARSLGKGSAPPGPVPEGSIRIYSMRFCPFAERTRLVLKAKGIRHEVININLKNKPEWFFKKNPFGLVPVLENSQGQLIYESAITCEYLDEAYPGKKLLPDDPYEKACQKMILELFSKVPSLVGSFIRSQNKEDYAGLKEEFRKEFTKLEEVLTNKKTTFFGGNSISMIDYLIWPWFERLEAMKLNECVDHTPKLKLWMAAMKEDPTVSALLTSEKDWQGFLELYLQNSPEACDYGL
PREPL inh: PREPL enzyme inhibitors, primary screen, biochemical, fluorescence polarization; Prolyl endopeptidase-like (Homo sapiens), Q4J6C6; recombinant PREPL, fluorescence polarization activity-based probe; inhibition, % at 5.96 µM; hit rate 0.68% among 320,000; AID 2751, 2010; in the data active means inhibition above about 43%;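 further: 0% = enzyme with DMSO and 100% = wells lacking enzyme; many of its hits are not listed in these tables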
PAFAH2 FP inh: PAFAH2 enzyme inhibitors, primary screen, biochemical, fluorescence polarization, human; Platelet-activating factor acetylhydrolase 2, cytoplasmic (Homo sapiens), Q99487; recombinant PAFAH2, FP-rhodamine activity probe; inhibition, % at 3.39 µM; hit rate 0.99% among 340,000; AID 492956, 2010;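 active means inhibition above the mean over all tested compounds plus 3 SD, cut at about 30% in these data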;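 further: inhibitors block probe labeling of enzyme so polarization drops; 0% = enzyme with DMSO and 100% = wells lacking PAFAH2 protein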
LYPLA1 counter: LYPLA1 inhibitors, primary screen, counter-screen for PME1 inhibitor project, biochemical, fluorescence polarization, FP-Rh probe ABPP | recombinant LYPLA1 | AID 2174, 2009 | inhibition, % at 5.9 µM | Acyl-protein thioesterase 1 (Homo sapiens), O75608 | hit rate 0.16% among 320,000;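 active means inhibition above the mean of all tested compounds plus 3 SD, set per campaign, cut at about 14% in these data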;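 further: inhibitors block serine hydrolase probe labeling of LYPLA1 so polarization falls; 0% = enzyme with DMSO and 100% = wells lacking LYPLA1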
Target sequence (O75608 whole entry, looked up): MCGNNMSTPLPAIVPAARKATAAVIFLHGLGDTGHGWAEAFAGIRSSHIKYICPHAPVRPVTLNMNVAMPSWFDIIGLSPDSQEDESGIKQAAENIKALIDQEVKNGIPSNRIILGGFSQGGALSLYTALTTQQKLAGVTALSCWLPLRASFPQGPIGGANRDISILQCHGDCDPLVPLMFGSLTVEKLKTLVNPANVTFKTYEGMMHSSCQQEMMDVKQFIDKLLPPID
Numbers without * were called inactive; · = not tested or not shown.

(1) O=c1[nH]nc(Cc2ccc(-c3cccc(Cl)c3)o2)c2ccccc12
(2) O=C(O)c1cc(-c2cccnc2)nc2ccc(Br)cc12
(3) C=CCSc1nnc(NC(=O)c2nc(SCC)ncc2Cl)s1
(4) COC(=O)c1ccc(Oc2ccc(S(=O)(=O)N3CCCCC3)cc2N)cc1
(5) N#C/C(=N\Nc1ccccc1Cl)C(=O)c1ccccc1
(6) Fc1ccc(CNn2cnnc2SCc2ccc(F)cc2)cc1
(7) Cn1cnc2c(=O)sc3ccccc3c21
(8) Cc1ccc(O)c(NC(=O)c2cc(-c3cccs3)on2)c1
Compound	1	2	3	4	5	6	7	8
pPAFAH inh	3	1	0	7	12	8	5	5
LYPLA2 counter	0	-1	-4	17	-2	11	6	-6
PAFAH1B3 inh	-2	8	9	4	8	6	-3	1
PAD4 inh	-6	-1	-1	2	-2	1	-3	3
PAFAH1B2 FP inh	-7	5	3	2	2	16	3	5
GSTO1 inh	-6	1	-13	-5	-5	-8	6	0
PREPL inh	-9	9	15	5	1	9	2	7
PAFAH2 FP inh	2	12	4	-2	-2	0	9	-9
LYPLA1 counter	-2	-2	2	26*	-3	2	0	-5

(9) O=C(CN(c1ccccc1)S(=O)(=O)c1ccc(F)cc1)NC1CCCCCC1
(10) COc1ccc2c(c1)CCc1c(C(=O)Nc3ccc(OC)c(OC)c3)noc1-2
(11) COc1ccc(N2CC(NS(=O)(=O)c3ccc4ccccc4c3)CC2=O)cc1OC (stereo unspecified)
(12) Cc1csc(NC(=O)c2ccc(Cl)nc2)n1
(13) O=c1c2ccccc2nnn1Cc1ccc2ccccc2c1
(14) O=C(N/N=C/c1ccc(OC(F)F)cc1)c1cccc(S(=O)(=O)N2CCOCC2)c1
(15) CCOC(=O)c1c(-c2cccs2)csc1NC(=O)CN1CCOCC1
(16) Cc1ccc(NC(=O)CN2CCN(C(=O)C3CCCO3)CC2)c(C)c1 (stereo unspecified)
Compound	9	10	11	12	13	14	15	16
pPAFAH inh	1	7	5	4	4	2	19	1
LYPLA2 counter	6	-1	-1	8	17	5	3	-4
PAFAH1B3 inh	6	5	3	9	-3	2	9	9
PAD4 inh	4	3	-9	-4	-2	-6	1	2
PAFAH1B2 FP inh	0	1	0	4	3	-3	2	-3
GSTO1 inh	2	-1	-2	4	-9	7	-3	5
PREPL inh	8	16	2	-1	-20	-1	-2	-1
PAFAH2 FP inh	-3	-10	-5	2	2	-7	6	-6
LYPLA1 counter	-2	-2	-2	2	0	0	-4	-2

(17) CC1=NNC(=O)/C1=C\c1cn(-c2ccccc2)nc1-c1ccc(Cl)cc1
(18) COc1cc(/C=N/NC(=O)C(Cc2c[nH]c3ccccc23)NC(=O)OCC(C)C)cc([N+](=O)[O-])c1O (stereo unspecified)
(19) COc1ccc(N2C(=O)CC(Sc3n[nH]c(-c4ccccc4)n3)C2=O)cc1 (stereo unspecified)
(20) CCOC(=O)C1=C(COC(=O)c2cc(OC)c(OC)cc2[N+](=O)[O-])NC(=O)NC1C (stereo unspecified)
(21) COc1ccc(CCNC(=O)c2cccnc2)cc1OC
(22) COc1cc(NC(=O)CSc2nc(C)cs2)cc(OC)c1
(23) CCN(C(=O)Cn1nc(C(=O)O)c2ccccc2c1=O)C1CCCCC1
(24) COc1ccc(C2C(C(=O)c3cccs3)=C(O)C(=O)N2c2cccc(C)n2)cc1 (stereo unspecified)
Compound	17	18	19	20	21	22	23	24
pPAFAH inh	4	37*	2	5	3	-6	2	-3
LYPLA2 counter	-6	0	5	2	5	-6	-4	5
PAFAH1B3 inh	2	5	-1	-1	0	7	5	-9
PAD4 inh	-5	4	3	-3	1	-10	-5	-3
PAFAH1B2 FP inh	2	17	5	3	4	0	7	3
GSTO1 inh	7	3	0	2	-2	-1	-3	-3
PREPL inh	9	23	-5	-1	-3	-2	-7	12
PAFAH2 FP inh	-3	9	2	3	-1	14	1	4
LYPLA1 counter	-4	0	4	1	-2	2	2	1

(25) O=C(NCCC1=CCCCC1)c1ccc(F)cc1
(26) CCOc1ccc(N(CC(=O)NC(C)(C)C)C(=O)CCC(=O)Nc2nccs2)cc1
(27) Cc1cccc(NC(=S)Nc2ccc(Cl)c(Cl)c2)c1
(28) Clc1ccccc1CSc1nnc(-c2ccncc2)o1
(29) Cc1ccccc1NC(=S)N(Cc1ccco1)C(C)c1cccs1 (stereo unspecified)
(30) CC(=O)Nc1ccc(C(=O)c2ccccc2)cc1
(31) COc1ccc(OC)c(NC(=O)c2cccnc2Sc2ccccc2)c1
(32) O=C1NC(=O)/C(=C\c2ccc(OCc3cccc([N+](=O)[O-])c3)cc2)N1
Compound	25	26	27	28	29	30	31	32
pPAFAH inh	4	4	1	20	0	8	-4	10
LYPLA2 counter	-2	-3	-1	1	6	4	-2	3
PAFAH1B3 inh	5	6	3	4	-2	-1	10	4
PAD4 inh	1	-2	-4	0	-4	-4	9	-2
PAFAH1B2 FP inh	6	-2	0	1	3	1	-3	-2
GSTO1 inh	-3	0	-13	0	14	7	0	-2
PREPL inh	-4	-9	4	11	8	0	14	26
PAFAH2 FP inh	1	0	-3	-1	14	0	-13	-1
LYPLA1 counter	-4	1	-1	-7	3	1	0	0

(33) Cc1cc([N+](=O)[O-])ccc1Nc1nc2ccccc2n2cnnc12
(34) Nc1nc(SCC(=O)Nc2ccc(OC(F)(F)F)cc2)[nH]c(=O)c1NC(=O)c1ccc(Br)o1
(35) Cc1cc(C2=NNC(=Nc3ccccc3)SC2)c(C)n1C
(36) Cc1cccc(NC(=O)c2csnn2)n1
(37) O=C(/C=C/c1ccco1)N1CCN(S(=O)(=O)c2cccs2)CC1
(38) Cc1ccc(S(=O)(=O)N2CCCN(S(=O)(=O)c3ccccc3Br)CC2)cc1
(39) CN(C(=O)COC(=O)c1cccc(S(=O)(=O)N(C)c2ccccc2)c1)C1CCCCC1
(40) CCN(Cc1ccccc1)C(=O)CCNS(=O)(=O)c1ccc2c(c1)CC(C)N2C(C)=O (stereo unspecified)
Compound	33	34	35	36	37	38	39	40
pPAFAH inh	37*	-6	9	5	7	7	4	1
LYPLA2 counter	4	-13	0	-12	7	·	3	11
PAFAH1B3 inh	4	7	0	-1	4	1	11	6
PAD4 inh	-1	-14	-3	-6	-2	1	0	-3
PAFAH1B2 FP inh	8	2	6	9	3	7	9	2
GSTO1 inh	4	-13	18	0	-3	·	·	3
PREPL inh	18	0	12	9	0	·	16	9
PAFAH2 FP inh	-3	0	2	-2	2	-1	25	3
LYPLA1 counter	-3	1	-2	0	4	·	-1	3

pPAFAH inh: hit marks shown above.
No.	Structure	pPAFAH inh	PAFAH1B3 inh	PAD4 inh	PAFAH1B2 FP inh	PREPL inh	PAFAH2 FP inh
18	COc1cc(/C=N/NC(=O)C(Cc2c[nH]c3ccccc23)NC(=O)OCC(C)C)cc([N+](=O)[O-])c1O (stereo unspecified)	37*	5	4	17	23	9
33	Cc1cc([N+](=O)[O-])ccc1Nc1nc2ccccc2n2cnnc12	37*	4	-1	8	18	-3

Going on with the list:
(41) CCCOc1ccc(Cc2c(O)nc(SC)[nH]c2=O)cc1C
(42) Cc1cccc(C(=O)NNC(=O)CN2C(=O)c3ccccc3C2=O)c1
(43) CC1Cc2ccccc2N1Cc1ccc([N+](=O)[O-])cc1 (stereo unspecified)
(44) Cc1ccc(NC(=O)Cn2c(O)c(N=NC(=O)c3cc4ccccc4cc3O)c3ccccc32)cc1
(45) CCOC(=O)C1CCCN(S(=O)(=O)c2cc(Br)cc3c2N(C(=O)C2CC2)CC3)C1 (stereo unspecified)
(46) O=c1c([N+](=O)[O-])cccn1Cc1cccc(Cl)c1
(47) N#CC(Cc1ccc(OC(F)F)cc1)c1nc2ccccc2[nH]1 (stereo unspecified)
(48) CCOC(=O)C1=C(C)N(CCCC(=O)O)C(=O)NC1c1ccccc1 (stereo unspecified)
Compound	41	42	43	44	45	46	47	48
pPAFAH inh	-4	4	7	14	5	3	4	2
LYPLA2 counter	1	0	-3	-4	4	1	-7	3
PAFAH1B3 inh	8	1	-2	2	12	11	-2	-2
PAD4 inh	-2	-6	0	1	-4	-1	1	8
PAFAH1B2 FP inh	0	0	6	1	-3	1	6	-2
GSTO1 inh	9	5	2	9	-2	10	3	-1
PREPL inh	6	5	10	-11	-2	-1	-5	0
PAFAH2 FP inh	0	0	-8	-9	-8	1	-3	-1
LYPLA1 counter	3	2	1	-4	-3	1	-1	5

One compound at a time (already shown):
`CC1Cc2ccccc2N1Cc1ccc([N+](=O)[O-])cc1` (stereo unspecified) as listed: pPAFAH inh: 7; LYPLA2 counter: -3; PAFAH1B3 inh: -2; PAD4 inh: 0; PAFAH1B2 FP inh: 6; GSTO1 inh: 2; PREPL inh: 10; PAFAH2 FP inh: -8; LYPLA1 counter: 1
`CCCOc1ccc(Cc2c(O)nc(SC)[nH]c2=O)cc1C` as listed: pPAFAH inh: -4; LYPLA2 counter: 1; PAFAH1B3 inh: 8; PAD4 inh: -2; PAFAH1B2 FP inh: 0; GSTO1 inh: 9; PREPL inh: 6; PAFAH2 FP inh: 0; LYPLA1 counter: 3

Other compounds follow:
(49) O=C1CN=C(Nc2cccc(C(F)(F)F)c2)N1C1CCCC1
(50) COc1ccc(C)cc1NC(=O)CCN1CC(C)OC(C)C1 (stereo unspecified)
(51) Cc1cc(C)n(-c2ccc(C(=O)OCC(=O)N3CCN(c4ccccc4)CC3)cc2)n1
(52) CCOc1ccc2[nH]c(O)c(NC(C)=O)c2c1
(53) Cc1cccc(N2CCN(C(=O)CS(=O)(=O)Cc3nc(-c4ccccc4F)oc3C)CC2C)c1 (stereo unspecified)
(54) Cn1c2ccccc2c2c(C(=O)NCC3CCCO3)cn(C3CCCC3)c(=O)c21 (stereo unspecified)
(55) CCOC(=O)c1oc2ccc(S(=O)(=O)n3nc(-c4ccccc4)cc3N)cc2c1C
(56) O=C(O)CSCC(=O)c1ccccc1
(57) OCCC1CN(Cc2cccn2-c2ncccn2)CCN1Cc1ccc(F)cc1 (stereo unspecified)
(58) COc1ccc(N2CCN(CC(=O)c3ccc(O)c(C)c3O)CC2)cc1
Compound	49	50	51	52	53	54	55	56	57	58
pPAFAH inh	-1	-1	4	-7	-6	-4	-3	-2	1	7
LYPLA2 counter	7	0	·	-1	-4	7	-19	-4	9	6
PAFAH1B3 inh	1	7	3	12	-3	4	-1	6	6	7
PAD4 inh	-3	-5	-3	-2	9	0	-1	-1	-1	-3
PAFAH1B2 FP inh	6	6	4	0	4	6	2	1	4	5
GSTO1 inh	12	1	·	5	3	-2	0	-3	-4	8
PREPL inh	9	22	28	3	9	10	-81	-1	18	20
PAFAH2 FP inh	7	-3	1	8	0	2	-3	-5	-1	-1
LYPLA1 counter	4	0	·	-3	-3	5	-14	-1	2	-1

The list is partial; rates above refer to the full screens.
